Screens from PubChem.
MrgX1 agonist: agonists of human MrgX1 receptor, primary screen, HEK293 cells, Fluo-4 calcium flux | Fluo-4 calcium fluorescence, agonist mode; active compounds read high | Mas-related G-protein coupled receptor member X1 (Homo sapiens), Q96LB2 | 0.44% of 310,000 active | B-score at 10 µM;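 active means calcium response B-score plate-corrected fluorescence ratio at least 3 library SD, with starting fluorescence B-score inside 5 SD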
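Material: MrgX1-expressing HEK293 cells; input: 15,000 cells per well; doses: test compound given as first of three sequential additions; schedule: overnight plating before 1 h dye loading; technique: Fluo-4 NW calcium-flux fluorescence, kinetic read; evaluation: baseline-normalised fluorescence change ratio, B-scored; control set: plate-wise positive and negative controls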
MrgX1 allo act: positive allosteric modulators of MrgX1, primary screen, HEK293 cells, Fluo-4 calcium flux | 0.63% of 310,000 active | B-score at 10 µM | AID 588675, 2011 | Mas-related G-protein coupled receptor member X1 (Homo sapiens), Q96LB2 | FDSS; active compounds read high;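 active means plate-corrected calcium response at least 3 library SD above typical, normal starting fluorescence, not activating the receptor alone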;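 further: compound read alongside a low EC10 to EC30 dose of BAM8-22 agonist; peak minus trough fluorescence over baseline measured at the second addition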
TRPC4 block: inhibitors of mouse TRPC4 channel, primary screen, Fluo4 calcium, HEK293 TRPC4beta/mu-opioid cells; Short transient receptor potential channel 4 (Mus musculus), Q9QUQ5; DAMGO-evoked Fluo4 calcium flux; active compounds read low; B-score at 10 µM; 0.39% of 300,000 active; AID 2247, 2010;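 active means B-score over 3 SD under the library average, no early fluorescence shift, positive overall ratio signal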
Target sequence (Q9QUQ5 whole entry, looked up): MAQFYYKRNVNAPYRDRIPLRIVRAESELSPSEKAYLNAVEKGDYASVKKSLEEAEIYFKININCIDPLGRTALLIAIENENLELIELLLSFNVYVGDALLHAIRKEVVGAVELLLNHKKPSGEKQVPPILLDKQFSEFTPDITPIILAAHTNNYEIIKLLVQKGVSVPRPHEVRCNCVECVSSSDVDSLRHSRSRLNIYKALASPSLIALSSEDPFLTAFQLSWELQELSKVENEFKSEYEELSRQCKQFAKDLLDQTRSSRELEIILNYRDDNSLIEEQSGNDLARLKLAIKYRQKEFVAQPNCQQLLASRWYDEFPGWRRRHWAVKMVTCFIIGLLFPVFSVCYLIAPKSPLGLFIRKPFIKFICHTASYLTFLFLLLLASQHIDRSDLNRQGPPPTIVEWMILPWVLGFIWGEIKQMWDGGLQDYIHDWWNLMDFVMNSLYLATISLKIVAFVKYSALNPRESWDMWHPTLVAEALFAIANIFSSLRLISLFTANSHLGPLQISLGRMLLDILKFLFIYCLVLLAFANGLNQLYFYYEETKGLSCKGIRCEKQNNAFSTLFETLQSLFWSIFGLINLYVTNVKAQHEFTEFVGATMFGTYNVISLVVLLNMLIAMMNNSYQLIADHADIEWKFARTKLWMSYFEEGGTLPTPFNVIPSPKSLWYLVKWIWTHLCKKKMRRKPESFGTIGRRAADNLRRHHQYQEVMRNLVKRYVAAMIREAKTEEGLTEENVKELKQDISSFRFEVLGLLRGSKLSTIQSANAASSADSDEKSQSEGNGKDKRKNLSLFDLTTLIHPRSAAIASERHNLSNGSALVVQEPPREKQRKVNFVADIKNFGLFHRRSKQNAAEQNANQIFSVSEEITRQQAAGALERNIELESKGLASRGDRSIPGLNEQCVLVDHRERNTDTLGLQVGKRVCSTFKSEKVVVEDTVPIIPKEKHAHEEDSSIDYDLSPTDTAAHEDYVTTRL
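Test system – stable TRPC4beta/mu-opioid receptor HEK293 cells · Probe or stimulus – DAMGO, a submaximal dose followed by a maximal one · Dosing – one concentration per compound · Signal – Fluo4 calcium fluorescence by kinetic imaging, 5 s 1 Hz baseline · Evaluation – per-well B score of integrated baseline-normalized Fluo4 ratio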
HIF activator: HIF pathway transcriptional activators, primary screen, cell-based, U2OS HRE-luciferase, luminescence | U2OS HRE-luciferase reporter; normalized: DMSO 0%, desferrioxamine 100% | activation, % at 7.5 µM (by protocol) | 0.32% of 300,000 active;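 active means mean activation of at least 10% of the iron chelator positive control signal, with at least half of replicates also reaching 10%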
Platelet DG rel: inhibitors of platelet dense granule secretion, primary screen, cell-based, MLPCN, human platelets; AID 1663, 2009; 0.22% of 300,000 active; inhibition, %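 (compounds screened at 7.5 µM in platelet-rich plasma)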; human platelet-rich plasma, SFLLRN dense granule ATP release, luminescence;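 active means mean replicate score, as percent of positive control, at or above 50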
TRPC6 act: mouse TRPC6 channel activators, primary screen, cell-based, HEK293, membrane potential dye; Short transient receptor potential channel 6 (Mus musculus), Q61143; B-score at 10 µM; HEK293-TRPC6 membrane potential dye fluorescence; active compounds read high; AID 2550, 2010; 0.13% of 310,000 active;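 active means B-score of the integrated fluorescence ratio above library mean plus 3 SD, and starting fluorescence ratio within library mean plus 5 SD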;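 further: higher score means more depolarization so channel activation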
MrgX1 antag: antagonists of human MrgX1 receptor, primary screen, HEK293 cells, Fluo-4 calcium flux; B-score at 10 µM; 1.3% of 310,000 active; Mas-related G-protein coupled receptor member X1 (Homo sapiens), Q96LB2; BAM8-22 antagonism; active compounds read low;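 active means calcium-response B-score plate-corrected more than 3 library SD below zero, starting fluorescence within 5 deviations, no agonist response on first addition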;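 further: peak minus trough fluorescence over baseline after final BAM8-22 challenge near maximal dose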
SKKanGAS inh: S. pyogenes SKKanGAS growth inhibitors in kanamycin, primary screen, streptokinase expression inhibitor project, SKKanGAS strain, BacTiter-Glo luminescence; 6 h; inhibition, % at 7.5 µM; 1.3% of 300,000 active;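 active means mean replicate score, as percent of positive control median, at least 50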;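 further: strain carries kanamycin resistance gene driven by streptokinase promoter and grows in 40 µg/ml kanamycin; loss of luminescence reflects streptokinase promoter inhibition or plain growth inhibition; 0% = median of DMSO wells and 100% = positive control at its reference dose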
RGS4 pot: RGS4 potentiators or activators, primary screen, cell-based, HEK293 M3R inducible RGS4, calcium flux; 0.92% of 310,000 active; B-score at 10 µM; carbachol calcium flux Fluo4; active compounds read low;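 active means B-score of the integrated calcium signal more than 4 SD below the library mean, with starting fluorescence not abnormally high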;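 further: negative B-score means reduced calcium response which marks RGS4 activation or potentiation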
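Also added: carbachol at ECmax as muscarinic agonist stimulus; Assay system: HEK293 cells with stable M3R and inducible RGS4; Timing: overnight RGS4 induction, 30 min dye load 37 °C, 20 min compound RT; Measured by: Fluo4-AM (2 µM) calcium-flux fluorescence, kinetic read.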
TRPC6 inhibitor: mouse TRPC6 channel inhibitors, primary screen, cell-based, HEK293, membrane potential dye; Short transient receptor potential channel 6 (Mus musculus), Q61143; ACh-evoked depolarization; active compounds read low; B-score at 10 µM; 1.1% of 310,000 active; AID 2553, 2010;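 active means B-score under library mean minus 3 SD, initial fluorescence not abnormally high, positive integrated signal ratio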;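 further: B-score derived from integrated fluorescence ratio over the kinetic read; more negative B-score means stronger inhibition of depolarization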
RGS4 inh: RGS4 inhibitors, primary screen, cell-based, HEK293 M3R inducible RGS4, calcium flux | 0.45% of 310,000 active | Fluo-4 calcium flux; active compounds read high; triggered by carbachol at its EC20 | Regulator of G-protein signaling 4 (Homo sapiens), P49798 | B-score at 10 µM;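 active means B-score, a plate-corrected calcium signal, over three deviations above library mean, with baseline fluorescence within five deviations of library mean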;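 further: RGS4 expression induced by doxycycline in cells with stable M3 receptor; B-score is computed from the integrated fluorescence ratio over baseline after carbachol; higher B-score means a larger calcium signal and so more RGS4 inhibition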
* = called active by the depositor; i = inactive; / = no result given.

cpd	Compound	RGS4 inh	SKKanGAS inh	RGS4 pot	MrgX1 antag	HIF activator	TRPC4 block	MrgX1 allo act	MrgX1 agonist	Platelet DG rel	TRPC6 act	TRPC6 inhibitor
1	CC(C)Oc1ccc(C(CCN)C2CCCCC2)cc1 (stereo not drawn)	i	1.0	i	-4.74*	-2.3	i	i	i	-1.3	i	-6.74*
2	C=CCn1c(=O)c2c(nc3n2CC(C)CN3CCc2ccccc2)n(C)c1=O (stereo not drawn)	i	15.7	i	i	-0.2	i	i	i	-10.9	i	i
3	CCOc1ncccc1C(=O)OCC(=O)N1CCc2ccccc21	i	/	i	i	0.0	i	i	i	4.1	i	i
4	C=CCn1c(SCC(=O)C(C)(C)C)nnc1-c1ccccn1	i	2.3	i	i	-0.3	i	i	i	0.5	i	i
5	COc1ccc(C(=O)CCS(=O)(=O)c2ccc(F)cc2)cc1OC	35.5*	0.4	i	i	-1.1	i	i	31.2*	-6.0	i	i
6	CSCCn1c(C(C)(C)C)cc(C(=O)O)c1C	i	-0.5	i	i	-0.3	i	i	i	2.1	i	i
7	O=C(CSc1n[nH]c(=O)[nH]c1=O)c1cccc([N+](=O)[O-])c1	i	-11.6	i	i	-0.2	i	i	i	1.3	i	i
8	C=CCN(N=Nc1cccc([N+](=O)[O-])c1)c1cccc([N+](=O)[O-])c1	i	4.3	i	i	-0.2	i	i	i	8.0	i	i
9	O=[N+]([O-])c1ccc(-c2ccn[nH]2)o1	i	8.1	i	i	0.2	i	i	i	-1.6	i	i
10	COc1ccc(N(CCCN2C(=O)c3cccc4cccc(c34)C2=O)C(=O)c2cccnc2)cc1	i	-3.8	i	i	-0.2	i	i	i	-7.3	i	i
11	N#Cc1sc(NCc2cccc(Cl)c2)nc1Cl	i	-0.3	i	i	-0.3	i	i	i	-6.4	i	i
12	CC(=O)Nc1ccc(Nc2ccc3c4c(cc(=O)n3C)-c3ccccc3C(=O)c24)cc1	i	12.2	i	i	-0.2	i	i	i	2.3	i	i
13	O=C(O)Cc1ccc(-n2cccc2)cc1	i	-3.7	i	i	-0.3	i	i	i	0.8	i	i
14	Cc1cc(C)cc(NC(=O)Nn2cnnc2)c1	i	4.5	i	i	-0.6	i	i	i	-3.1	i	i
15	COc1ccc(-n2ncc3c2CC(C)(C)CC3NC(=O)c2ccnn2C)cc1 (stereo not drawn)	i	2.1	i	i	-0.1	i	i	i	0.9	i	i
16	N#Cc1ccc(NC(=O)CCc2ccc(S(=O)(=O)N3CCOCC3)cc2)cc1	i	-4.3	i	i	-0.5	i	i	i	1.2	i	i
17	N#Cc1ccsc1NC(=O)CN1CCCCCC1	i	0.7	i	i	0.5	i	i	i	0.5	i	i
18	CCCOc1ccc(NC(=O)CC2C(=O)N(CC)C(=S)N2CCNC(C)=O)cc1 (stereo not drawn)	i	-3.0	i	i	-0.9	i	i	i	-3.4	i	i
19	Cc1nnc(SCC(=O)Nc2nnc(SCc3cccc(Br)c3)s2)s1	i	-0.9	i	i	-0.1	i	i	i	-24.5	i	i
20	CS(=O)(=O)c1ccc(C(=O)N(Cc2ccccc2)c2ccccc2)cc1	i	-1.7	i	i	-0.4	i	i	i	0.2	i	i
21	CCOc1ccc2[nH]c(=O)c(CN(CCCN3CCOCC3)Cc3nnnn3Cc3ccc(OC)cc3)cc2c1	i	0.0	i	i	-0.1	i	i	i	3.7	i	i
22	COC(=O)Cn1cc(C(=O)C(F)(F)F)c2ccccc21	i	-2.0	i	i	-0.2	i	i	i	-17.7	i	i
23	CN1CCC(=NNc2ccc(S(=O)(=O)N3CCOCC3)cc2[N+](=O)[O-])CC1	i	-4.0	i	i	-0.6	i	i	i	-9.2	i	i
24	Cc1ccccc1Cn1nc(C)c(NC(=O)c2ccccc2)c1C	i	0.1	i	i	-0.2	i	i	i	-1.3	i	i
25	CCN(CC)C(=O)Cn1cc(C(=O)C(=O)N2CC=C(c3ccccc3)CC2)c2ccccc21	i	/	i	i	/	i	i	i	/	i	i

Going on with the list.
cpd	Compound	RGS4 inh	SKKanGAS inh	RGS4 pot	MrgX1 antag	HIF activator	TRPC4 block	MrgX1 allo act	MrgX1 agonist	Platelet DG rel	TRPC6 act	TRPC6 inhibitor
26	CNS(=O)(=O)c1cn(CC(=O)N(C)Cc2ccccc2)cc1S(=O)(=O)NC	i	-1.4	i	i	0.8	i	i	i	-1.6	i	i
27	CC(=O)Nc1ccc(NC(=O)C2CCCN2C(=O)Nc2ccc(F)c([N+](=O)[O-])c2)cc1 (stereo not drawn)	i	-8.7	i	i	-0.3	i	i	i	5.0	i	i
28	Cc1ccc(-c2csc3ncnc(SCC(=O)NCc4ccc5c(c4)OCO5)c23)cc1	i	5.7	i	i	0.2	i	i	i	2.0	i	i
29	CC(C)Cn1c(N)c(C(=O)COC(=O)c2cc(-c3ccco3)nc3ccccc23)c(=O)n(C)c1=O	i	2.0	i	i	0.2	i	i	i	-4.7	i	i
30	COCc1cc(C)nc(NCCO)c1C#N	i	-6.9	i	i	-0.9	i	i	i	5.2	i	i
31	CCOc1cccc(C2/C(=C(/O)c3ccc4c(c3)CC(C)O4)C(=O)C(=O)N2CCCn2ccnc2)c1 (stereo not drawn)	i	1.8	i	i	/	i	i	i	1.7	i	i
32	COc1ccc(Cl)cc1NS(=O)(=O)c1c(C)nc2sccn2c1=O	i	-2.0	i	i	-0.1	i	i	i	3.2	i	i
33	CCOC(=O)/C(C#N)=C1/C=CN(C)C(C)=N1	i	-0.7	i	i	-0.4	i	i	i	-0.8	i	i
34	Cc1ccc(OCC(=O)Sc2ccc(C)cc2)cc1	i	-1.9	i	i	-0.4	i	i	i	7.8	i	i
35	Cn1cc(CN2CCCC(CNC(=O)c3ccc4c(c3)OCO4)C2)c2ccccc21 (stereo not drawn)	i	1.1	i	i	0.0	i	i	i	-4.6	i	i
36	CN(C)C(=O)NC1CCCCCCCCCCC1	i	5.3	i	i	-0.3	i	i	i	-44.5	i	i
37	CCOc1ccc(CN2C(=O)c3ccccc3C2C(=O)NCC2CCCO2)cc1 (stereo not drawn)	i	-3.1	i	i	-0.1	i	i	i	5.4	i	i
38	CC(=O)c1cccc(NC(=O)c2oc(C)nc2C)c1	i	-2.1	i	i	0.1	i	i	i	2.9	i	i
39	Cc1ccc2nc(Cl)c(/C=C/C(=O)c3ccco3)cc2c1	i	-5.2	i	i	1.4	i	i	i	-3.7	i	i
40	O=C(Nc1ccnn1C1CCN(Cc2cc(Cl)ccc2O)CC1)C1CC1	i	-3.3	i	i	-0.1	i	i	i	0.8	i	i
41	COc1ccc(OCCC(=O)OCC(=O)c2ccc[nH]2)cc1	i	-7.4	i	i	0.1	i	i	i	-0.3	i	i
42	O=C(C[n+]1cc(Br)cc(Br)c1)c1ccccc1	i	0.8	i	i	-4.0	i	i	i	6.3	i	i
43	CCCOc1ccc(C(NC(=O)CC(C)C)NC(=O)CC(C)C)cc1OC	i	4.8	i	i	0.2	i	i	i	-3.2	i	i
44	CN1CCN(CC(=O)Nc2c(C#N)cnn2-c2ccccc2)CC1	i	3.7	i	i	-0.4	i	i	i	15.7	i	i
45	O=C1N(Cc2cccc(Cl)c2)C[C@@H]2C[C@@H](c3ccsc3)N3CCC[C@@]123	i	4.7	i	i	-0.3	i	i	i	0.1	i	i
46	COc1ccc(C(=O)CC(=O)C(=O)Nc2c(C)cccc2C)cc1	i	-0.1	i	i	0.7	i	i	i	-1.5	i	i
47	O=C(CCCn1c(=O)[nH]c2ccsc2c1=O)Nc1ccc(F)cc1	i	-2.9	i	i	0.2	i	i	i	11.9	i	i
48	CCNC(=O)c1cc2ccccc2o1	i	-0.2	i	i	0.6	i	i	i	6.5	i	i
49	COc1ccccc1-n1cc2ccc([N+](=O)[O-])cc2n1	i	-9.6	i	i	3.6	i	i	i	-7.0	i	i
50	Cc1cnc(C(=O)NCc2ccc(Cl)cc2Cl)cn1	i	-2.6	i	i	-0.5	i	i	i	1.5	i	i
51	O=C(CN1CCOCC1)N1CCN(c2ccc([N+](=O)[O-])cc2)CC1	i	/	i	i	0.0	i	i	i	-0.8	i	i
52	CCOC(=O)CNC(=O)CSc1nc(NCc2ccccc2)nc(N(C)C)n1	i	-0.8	i	i	-0.4	i	i	i	-2.8	i	i

Entries from the list above with a thiophene ring, fused or not:
cpd	Compound	RGS4 inh	SKKanGAS inh	RGS4 pot	MrgX1 antag	HIF activator	TRPC4 block	MrgX1 allo act	MrgX1 agonist	Platelet DG rel	TRPC6 act	TRPC6 inhibitor
17	N#Cc1ccsc1NC(=O)CN1CCCCCC1	i	0.7	i	i	0.5	i	i	i	0.5	i	i
28	Cc1ccc(-c2csc3ncnc(SCC(=O)NCc4ccc5c(c4)OCO5)c23)cc1	i	5.7	i	i	0.2	i	i	i	2.0	i	i
45	O=C1N(Cc2cccc(Cl)c2)C[C@@H]2C[C@@H](c3ccsc3)N3CCC[C@@]123	i	4.7	i	i	-0.3	i	i	i	0.1	i	i
47	O=C(CCCn1c(=O)[nH]c2ccsc2c1=O)Nc1ccc(F)cc1	i	-2.9	i	i	0.2	i	i	i	11.9	i	i
